Source: PubChem BioAssay (several laboratories)
ABCB6 inh MLPCN = human ABCB6 transporter inhibition | K562-ABCB6 porphyrin accumulation, flow cytometry, 1 h; hits give low values | fluorescence ratio to DMSO, % at 10 µM | hit rate 0.19% among 360,000;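 active means fluorescence ratio to DMSO below 75%, the collection mean minus 3 SD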;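 further: signal is porphyrin accumulated inside mitochondria; 100% equals median channel fluorescence of DMSO control wells; lower ratio means ABCB6 inhibition with less porphyrin fluorescence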
MC4R barr agon = agonists of human melanocortin 4 receptor (MC4R) beta-arrestin. P32245. U2OS MC4R beta-arrestin complementation, luminescence; percent of melanotan II response, DMSO zero. activation, % at 8.9 µM. hit rate 0.98% among 360,000. AID 540308;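 active means activation above a per-plate cutoff, the mean activation of sample wells on that plate plus 3 SD, cut at about 8% in these data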
Glyco luc inh = N-linked glycosylation inhibition; D54 ERlucT glycosylation luciferase reporter, 24 h; percent of 100 nM tunicamycin response; reporter increase, % at 12.5 µM; hit rate 0.23% among 360,000;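 active means mean luciferase reporter signal, scaled so untreated is 0 and the glycosylation-blocking control 100, at or above a set limit in every replicate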;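 further: luciferase carries N-glycosylation sites so blocking glycosylation raises the light; 0% = median of neutral control wells and 100% = median of 100 nM tunicamycin wells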
ABHD5-PLIN5 inh = inhibitors of human ABHD5-perilipin-5 interaction | Split G. princeps luciferase complementation, luminescence, 4 h | Q00G26+Q8WTS1 | hit rate 0.78% among 360,000 | inhibition, % at 4 µM;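 active means inhibition above the mean inhibition across every tested compound plus 3 SD, cut at about 22% in these data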;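 further: 0% = DMSO only wells and the 100% control is not disclosed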
Target sequence (Q00G26 whole entry, looked up): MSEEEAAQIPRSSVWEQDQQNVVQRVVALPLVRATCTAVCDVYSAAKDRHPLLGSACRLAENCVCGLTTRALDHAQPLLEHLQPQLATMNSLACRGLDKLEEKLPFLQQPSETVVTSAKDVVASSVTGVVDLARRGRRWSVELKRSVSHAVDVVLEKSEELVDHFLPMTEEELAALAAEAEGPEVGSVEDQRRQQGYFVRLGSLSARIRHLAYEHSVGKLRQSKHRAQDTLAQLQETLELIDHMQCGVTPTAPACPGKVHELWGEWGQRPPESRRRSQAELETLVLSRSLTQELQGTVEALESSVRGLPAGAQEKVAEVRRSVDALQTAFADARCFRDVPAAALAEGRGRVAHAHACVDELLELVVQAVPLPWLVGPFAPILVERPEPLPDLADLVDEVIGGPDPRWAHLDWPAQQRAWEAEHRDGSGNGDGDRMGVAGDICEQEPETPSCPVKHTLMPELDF
Target sequence (Q8WTS1 whole entry, looked up): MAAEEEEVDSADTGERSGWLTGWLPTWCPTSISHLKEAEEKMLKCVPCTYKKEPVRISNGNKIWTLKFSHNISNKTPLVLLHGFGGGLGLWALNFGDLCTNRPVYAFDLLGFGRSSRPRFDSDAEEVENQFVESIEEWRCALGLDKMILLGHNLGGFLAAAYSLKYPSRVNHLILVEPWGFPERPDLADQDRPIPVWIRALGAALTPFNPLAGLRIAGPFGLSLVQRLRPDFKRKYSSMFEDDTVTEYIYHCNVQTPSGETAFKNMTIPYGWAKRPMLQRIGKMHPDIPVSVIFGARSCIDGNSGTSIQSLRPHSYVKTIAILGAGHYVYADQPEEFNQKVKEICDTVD
TLR9-MyD88 inh = TLR9-MyD88 interaction inhibition | Q9NR96+Q99836 | CHO BLA complementation TLR9-MyD88, CCF4 FRET ratio | inhibition, % at 4.98 µM | hit rate 0.21% among 340,000 | AID 504734;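 active means inhibition above the mean over all tested compounds plus 3 SD, cut at about 21% in these data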;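 further: 0% = DMSO only wells and 100% = clavulanate BLA inhibitor control wells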
NCOA2 inhibitor = inhibits human steroid receptor coactivator 2; HEK293 GAL4-SRC2 luciferase reporter, luminescence; hit rate 0.17% among 370,000; Q15596; inhibition, % at 9 µM;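 active means inhibition above the mean inhibition of all tested compounds plus 3 SD, set per campaign, cut at about 52% in these data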;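 further: 0% = DMSO treated cells and 100% = cells given Gossypol at 36 µM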
HTR2A ag = activates the mouse 5-HT2A serotonin receptor. P35363. activation, % at 7.6 µM. CHO-K1 mHTR2A beta-arrestin complementation, luminescence; percent of 30 µM serotonin response. hit rate 0.66% among 360,000;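 active means activation above a run cutoff, the mean activation of all tested compounds plus 3 SD, cut at about 14% in these data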;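 further: 0% = plate median of compound wells and 100% = 30 µM serotonin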
NOD2 RIPK2 PPI = inhibitors of human NOD2-RIPK2 interaction; O43353; CHO BLA complementation NOD2-RIPK2, CCF4 ratio; inhibition, % at 4.98 µM; hit rate 0.38% among 360,000; AID 624267; in the data active means inhibition above about 21%;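 further: 0% = vehicle only and 100% = reference blocker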
MC4R antagonist = antagonists of human melanocortin 4 receptor (MC4R); hit rate 0.48% among 360,000; AID 540295; MC4R-expressing cells, MTII-stimulated cAMP, LANCE TR-FRET; inhibition, % at 6.5 µM; P32245;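 active means inhibition above its plate's cutoff, the mean of tested wells on that plate plus 3 SD, cut at about 29% in these data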;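 further: 0% = Melanotan II alone and 100% = Melanotan II plus saturating MCL0020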
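material = U2OS cells stably expressing human melanocortin 4 receptor (MC4R) | also added = Melanotan II challenge | dosing = single nominal compound dose of 6.5 µM | detection = TR-FRET with Eu-cAMP and labeled anti-cAMP, 671 nm | replication = singlicate | timing = compound 30 min, challenge 1 h, detection 1 h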
H9c2 protect = modulators protecting cardiomyocytes from myocardial damage. hit rate 0.63% among 360,000. protection from H2O2 cell death, % at 20 µM. AID 588492. H9c2 cardiomyocytes, H2O2 injury protection, ATPLite, 2 h;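 active means compounds giving at least 50% protection of heart cells from peroxide-induced death in the single-dose screen, raw or plate-pattern-corrected value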;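 further: 0% = DMSO wells with peroxide and 100% = DMSO wells without peroxide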
* marks the source's active call; other numbers are inactive results; / = no result given. Some of the compounds tested; count on the stated rates, not on these rows.

SMILES | ABCB6 inh MLPCN | MC4R barr agon | Glyco luc inh | ABHD5-PLIN5 inh | TLR9-MyD88 inh | NCOA2 inhibitor | HTR2A ag | NOD2 RIPK2 PPI | MC4R antagonist | H9c2 protect
CC(C)(C)S(=O)(=O)/C(C#N)=N/Nc1ccc(Cl)cc1 | 96 | 1.2 | -3 | 1 | 5 | -1 | 4 | 1 | -1 | -27
CCCCN(C(=O)CC1CCCCC1)c1c(N)n(CCCC)c(=O)[nH]c1=O | 105 | 1.8 | -3 | -7 | -2 | 10 | 2 | -5 | 22 | 5
N#Cc1ccc(NC2c3ccccc3CC2O)cc1 (centres undefined) | 96 | 0.5 | 1 | -3 | -14 | -11 | 1 | -10 | 3 | -3
COc1ccc(C(=O)C2CCN(C(=O)c3ccc(F)cc3)CC2)cc1 | 100 | 1.1 | -2 | -5 | 0 | 0 | -2 | -8 | 5 | -8
COc1ccc(S(=O)(=O)N2CCCC2)cc1Br | 94 | -1.2 | 1 | 5 | 10 | -19 | -3 | -11 | 2 | 0
O=C(O)c1ccccc1OCCN1CCCC1=O | 100 | -1.1 | 0 | -7 | 1 | 5 | 2 | -7 | 12 | 8
N#CC1=C(N)Oc2cc3ccccc3cc2C1c1cccs1 (centres undefined) | 91 | 5.2 | 6 | -6 | 3 | -13 | -1 | 1 | -1 | -8
C/C(=N/Nc1nc(C)cc(C)n1)c1ccc(Br)cc1 | 94 | -0.8 | 2 | -7 | 2 | 12 | -3 | 2 | 3 | 5
CCCCn1c(N)c(N(CCOC)C(=O)CN2C(=O)c3ccccc3C2=O)c(=O)[nH]c1=O | 96 | -3.4 | -1 | 3 | 3 | -10 | -7 | -5 | -2 | 2
CCCSc1nc2c(c(=O)n(C)c(=O)n2C)n1Cc1ccc(C)cc1 | 96 | 0.3 | -3 | 1 | -9 | -37 | 0 | 2 | -18 | -6
Cc1cc(CNCc2c(C(=O)N(C)Cc3ccccc3)nc3ccccn23)nn1C | 97 | -1.5 | 0 | -2 | -1 | -4 | -4 | -3 | 2 | 4
CCOc1ccc(N(CC(=O)O)S(=O)(=O)c2ccc(OC)c(OC)c2)cc1 | 91 | -0.7 | 0 | -3 | 2 | 8 | 2 | -7 | -2 | -5
COc1ccc(C(C)=O)cc1Cn1c(C)c(C(=O)NCc2cccc(C(F)(F)F)c2)sc1=O | 96 | 0.1 | -1 | 1 | / | -18 | 4 | -7 | 8 | 0
CCC1CCC/C1=N\NC(=O)c1ccoc1C (centres undefined) | 93 | -1.6 | 0 | -4 | 1 | -53 | -2 | -11 | 5 | 9
Cc1c(NC(=O)C(C)OC(=O)c2cc(-c3cccc4ccccc34)nc3ccccc23)c(=O)n(-c2ccccc2)n1C (centres undefined) | 96 | -1.4 | -1 | 1 | -9 | -9 | 8 | -15 | -1 | 27
Cc1ccc(N2CC(O)=C(c3nc4ccccc4c(=O)[nH]3)C2=N)cc1C | 103 | 0.2 | 2 | 5 | -2 | 14 | 3 | 0 | 4 | 14
COc1ccc(-c2nc3ccccc3c(=O)n2CCOc2ccccc2C)cc1 | 106 | 2.1 | 1 | -1 | -8 | -4 | 6 | -13 | 24 | -9
COc1ccc(NC(=O)CN(c2ccc(C(C)C)cc2)S(=O)(=O)c2c(C)noc2C)cc1OC | 89 | 0.3 | 2 | -3 | -2 | 5 | 15* | -10 | 0 | -5
N#Cc1c(-c2ccc(Cl)cc2)ccn2nc(CCC(=O)O)nc12 | 96 | -0.3 | 3 | 2 | 7 | 5 | 2 | -14 | 25 | 5
CC1CCN(S(=O)(=O)c2ccc(C(=O)OC(C)C(=O)N(C)C3CCCCC3)cc2)CC1 (centres undefined) | 99 | -1.3 | 1 | -5 | 10 | 11 | 5 | -10 | 3 | -9
O=C1CN(c2nc3ccccc3n3cnnc23)CC(=O)N1CCc1ccccc1 | 103 | 0.1 | 0 | 7 | -1 | -2 | 3 | -7 | -2 | 21
COc1cc(C(=O)Nc2ccc(OCC(=O)O)cc2)cc(OC)c1OC | 92 | -1.2 | 2 | 4 | -8 | 16 | 0 | -9 | 2 | -1
COc1ccc(C(=O)c2sc(Nc3ccc(NC(C)=O)cc3)nc2C)cc1 | 95 | -1.6 | -1 | -12 | -13 | 13 | 0 | 0 | 5 | -4
CC1CCCC(NC(=O)COC(=O)c2ccc(Br)o2)C1C (centres undefined) | 102 | 0.4 | 1 | 10 | 4 | 20 | 5 | -19 | 0 | -5
Cc1cccc(N/C=C/C(=O)c2ccc(Cl)cc2)c1 | 99 | 1.6 | -7 | -6 | 0 | -43 | 2 | -2 | 11 | -16
COc1cccc(C(=O)Nc2ccccc2C(=O)NCC2CCCO2)c1 (centres undefined) | 93 | -3.5 | 2 | -8 | 8 | 7 | 3 | -1 | -4 | 7
C[C@@H](NC(=O)[C@@H]1CCCN1C(=O)[C@@H]1CCCN1C(=O)c1ccccc1)c1ccccc1 | 126 | / | / | 1 | / | -3 | 6 | 1 | / | /
Cc1ccc(CONC(=O)c2cccc([N+](=O)[O-])c2)cc1 | 97 | -4.5 | 2 | -1 | 0 | -1 | -3 | -6 | -2 | 3
Cc1cc2nc3c(=O)n(CCc4ccccc4)c(=O)[nH]c3nc2cc1N | 107 | 1.1 | 4 | -26 | 5 | -3 | -3 | 12 | -16 | 21
C=C1[C@H](C)CN(S(=O)(=O)C(C)(C)C)[C@H]1CCO | 101 | -0.6 | 1 | -4 | -15 | -4 | 2 | -15 | 0 | 23
O=C(CC(C(=O)O)N1CCOCC1)Nc1ccc(Cl)cc1 (centres undefined) | 87 | -0.2 | 2 | -5 | 1 | 2 | 3 | -7 | 10 | 1
O=C(CN1C(=O)NC2(CCCCC2)C1=O)N1CCOCC1 | 92 | 0.5 | -1 | 6 | -12 | -7 | -2 | -11 | 4 | 1
Cc1cc(NC(=O)NN2CCOCC2)nn1-c1c(Cl)cccc1Cl | 99 | -0.4 | 2 | 0 | 1 | 30 | 5 | -5 | 1 | 0
O=C(Cn1nc(CNc2ccc(Cl)cc2)[n+]2c1CCCCC2)c1ccc(Cl)cc1 | 103 | 0.5 | 2 | 28* | -4 | -11 | -5 | 1 | 14 | 1
Cc1c(C(=O)O)sc(S(=O)(=O)N2CCN(C(=O)Cc3ccccc3Cl)CC2)c1C(=O)O | 86 | -1.1 | 2 | 5 | 3 | 17 | 5 | -3 | 3 | -3
COc1ccc(CCC(=O)NCCOc2ccc(C)cc2)cc1 | 94 | -0.9 | 3 | 1 | -6 | -29 | 3 | -14 | -2 | 1
CC(=O)Nc1ccc(S(=O)(=O)NCc2csc(C)n2)cc1 | 100 | -1.5 | 1 | 2 | -7 | 7 | 1 | 5 | 0 | -1
O=C(NCc1cccs1)[C@@H]1CSC2c3ccccc3C(=O)N21 (some centres undefined) | 99 | 2.9 | 1 | -17 | -13 | 21 | 2 | 5 | 6 | -4
O=C1c2ccccc2C(=O)N1CCSc1nc2ccccc2c(=O)n1CCCN1CCOCC1 | 95 | -4.5 | -3 | -7 | 5 | -12 | -4 | -6 | 1 | 22
O=C(Cn1nnc(-c2ccccc2F)n1)NCCc1ccccc1 | 97 | -0.9 | 1 | 0 | 2 | -9 | -3 | 0 | 9 | 1
Cc1cc(C(=O)NNC(=O)C2CCCC2)c(C)o1 | 93 | -3.4 | 2 | 1 | -2 | 11 | -2 | 3 | 11 | 15
Cc1ccc(S(=O)(=O)Nc2nc3ccc(S(=O)(=O)N4CCCC4)cc3s2)cc1 | 104 | -2.5 | 4 | 5 | 1 | 9 | 0 | 2 | 8 | 5
COc1ccc(NC(=S)Nc2ccc(S(=O)(=O)N3CCCCC3)cc2)cc1 | 102 | -1.4 | 0 | -8 | -1 | -42 | 1 | 2 | 1 | -3
COCCCn1c(SCc2nnc(-c3ccc(OC)c(OC)c3)o2)nc2ccccc2c1=O | 90 | 7.3 | -5 | 4 | -12 | 5 | 7 | -11 | -15 | 19
O=C1C(Cl)=C(NCC2CCCO2)C(=O)N1CCc1ccccc1 (centres undefined) | 108 | -0.3 | -3 | 2 | -2 | -33 | -1 | 7 | 5 | 1
O=[N+]([O-])c1ccccc1S(=O)(=O)Nc1ccn(Cc2c(F)cccc2Cl)n1 | 89 | -4.9 | 0 | -2 | -2 | -4 | 0 | 11 | -6 | 4
OCc1cn(-c2ccccc2)nn1 | 83 | 1.6 | 4 | 6 | 12 | -2 | 4 | -3 | -8 | -1
CCN(CC)S(=O)(=O)c1ccc(NC(=O)CN(c2ccc(OC)cc2OC)S(C)(=O)=O)cc1 | 97 | -2.7 | 0 | 2 | -5 | -21 | -4 | 5 | 4 | 2
Cc1cccc(N(C)C(=O)CN2C(=O)COc3ccc(S(=O)(=O)N4CCCCCC4)cc32)c1 | 99 | -3.9 | -3 | -5 | -5 | 2 | -5 | 1 | -2 | 12
COc1ccccc1N1C(=O)CC(c2ccccc2)CC1=O | 92 | -0.9 | 3 | -1 | 7 | -9 | 3 | -1 | 1 | 7
